Bioassay records as filed in PubChem BioAssay.
TDP2 inh: TDP2 (human) inhibition, absorbance primary screen. O95551. recombinant TDP2, T5PNP hydrolysis, p-nitrophenol absorbance 415 nm. inhibition, % at 12.8 µM. hit rate 0.34% among 370,000;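 active = inhibition above the mean of all tested compounds plus 3 SD, set per campaign, cut at about 25% in these data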;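 note: 0% = DMSO with enzyme and 100% = buffer with substrate but no TDP2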
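Evaluation: % inhibition relative to enzyme-containing and enzyme-free wells. Material: recombinant human TDP2. Benchmarks: enzyme-free and DMSO wells. Timing: enzyme reaction with compound for 2 h at 37 °C. Compound dosing: 12.8 µM only. Measured by: p-Nitrophenol epi absorbance. Reagent: T5PNP substrate at 5 mM, a TopII-DNA adduct mimic. Replication: single well per compound.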
SIAE primary: inhibitors of human sialic acid acetylesterase SIAE. SIAE FP-Rh probe binding, fluorescence polarization. hit rate 0.69% among 370,000. inhibition, % at 9.66 µM. Q9HAT2. AID 1053197;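 active = inhibition above a cutoff: mean of compounds within the control limits plus 3 SD of those, cut at about 17% in these data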;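 note: 0% = plate median of compound wells and 100% = probe without SIAE protein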
Tn6 DDE FP: DD(E)-Tn6 binding inhibition, primary FP screen; hit rate 0.21% among 370,000; P02675; inhibition, % at 8.3 µM; Fibrin DD(E) TRITC-Tn6 fluorescence polarization displacement;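 active = inhibition above a per-campaign cutoff: mean of compounds within control limits plus 3 SD, cut at about 15% in these data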;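 note: 0% = median of all compound wells on the plate and 100% = blocking peptide control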
ARFGAP1 inh: rat ARFGAP1 inhibition | Q62848 | Arfgap1-stimulated ARF1 GTP hydrolysis, GDP FP detection | inhibition, % at 16.5 µM | hit rate 0.26% among 360,000;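 active = inhibition above a per-plate limit, mean inhibition of low control wells plus 3 SD, cut at about 25% in these data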;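 note: 0% = DMSO wells with enzyme and 100% = wells lacking Arfgap1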
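Replicates: Single well per compound | Assay system: Truncated rat Arfgap1 GAP domain | Control set: No-Arfgap1 wells (100%) versus DMSO full-reaction wells (0%) | Times: Enzyme reaction 120 min at 25 °C after 20 min preincubation | Reagent: Human ARF1(Δ1-17)-GTP substrate | Measured by: Tracer-displacement fluorescence polarization with EDTA stop, 620/688 nm | Measure: Percent inhibition of Arfgap1-stimulated GTP hydrolysis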
DDE Tn7 FP inh: DD(E)-Tn7 binding inhibition, primary FP screen. P02675. FP displacement of FITC-Tn7 peptide from fibrin DD(E); 0% = median of compound wells per plate. inhibition, % at 8.3 µM. hit rate 0.13% among 370,000. AID 720508;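 active = inhibition above the mean of compounds falling within the control limits plus 3 SD of them, cut at about 14% in these data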;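 note: 0% = plate median of compound wells and 100% = 10 µM Aha-Tn7 peptide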
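Also added: labelled Tn7 tracer, 0.1 µM; Assay system: human fibrin DD(E) protein; Amount: 2 µM fibrin DD(E); Schedule: 10 min compound pre-incubation, 3 h probe incubation at room temperature; Repeats: one replicate per compound; Read-out basis: percent inhibition; Measured by: fluorescence polarization of the labelled Tn7 tracer.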
PLC-beta3 inh: inhibitors of human phospholipase C beta3 | Purified PLC-beta3, fluorogenic substrate, fluorescence | inhibition, % at 12.2 µM | hit rate 0.18% among 370,000 | AID 720704; in the data active = inhibition above about 11%;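 note: 0% = median of compound wells on plate and 100% = full blocker control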
ASAP1 inh: inhibitors of human ASAP1 ArfGAP activity; Q9ULH1; ASAP1-stimulated ARF1 GTP hydrolysis, GDP FP detection; inhibition, % at 16.5 µM; hit rate 0.19% among 360,000; in the data active = inhibition above about 25%;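 note: 0% = vehicle with enzyme and substrate and 100% = no enzyme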
ADAM17 inh: ADAM17 inhibition, QFRET primary screen; recombinant ADAM17, EDANS/DABCYL FRET peptide cleavage; inhibition, % at 6.95 µM; hit rate 0.83% among 370,000;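 active = inhibition above the mean of compounds lying between control limits plus 3 SD, set per campaign, cut at about 8.5% in these data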;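 note: 0% = DMSO-only wells as the low control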
PLCg1 inh: blocks human PLC-gamma1 enzyme activity. purified PLC-gamma1, fluorogenic substrate, fluorescence. hit rate 0.84% among 370,000. P19174. inhibition, % at 12.2 µM; in the data active = inhibition above about 9.5%
ADAM10 inh: inhibitors of human ADAM10; inhibition, % at 7 µM; O14672; recombinant ADAM10, EDANS/DABCYL FRET peptide cleavage, 3 h; hit rate 0.62% among 370,000; AID 720582;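 active = inhibition above a per-campaign cutoff equal to the mean of compounds falling between control-based bounds plus 3 SD, cut at about 20% in these data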;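 note: 0% = DMSO wells while the 100% control is not disclosed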
Starred values were filed as active, the others as inactive; i = inactive. An unsorted share of the library; about 3.6% have a hit in one of these screens.

SMILES | TDP2 inh | SIAE primary | Tn6 DDE FP | ARFGAP1 inh | DDE Tn7 FP inh | PLC-beta3 inh | ASAP1 inh | ADAM17 inh | PLCg1 inh | ADAM10 inh
CCN(CC(=O)Nc1cc(OC)ccc1OC)Cc1nc2ccccc2c(=O)[nH]1 | 3.7 | 5.3 | -1.5 | 0.1 | -4.5 | -4.6 | -13.3 | 1.6 | 1.4 | 1.6
CCc1ccccc1NC(=O)CCS(=O)(=O)c1ccc(OC)cc1 | 2.3 | -5.3 | -3.6 | 0.5 | 3.0 | -5.5 | 0.1 | -6.1 | -0.1 | -3.7
Cn1cccc1Cc1nnc(SCC(=O)N2CCOCC2)n1CCc1ccccc1 | 2.7 | -0.9 | 1.8 | -5.6 | 0.3 | -26.2 | 4.3 | -2.7 | -16.0 | -10.1
O=S(=O)(c1ccc(F)cc1)N1CCN(Cc2nnc(-c3ccccc3)o2)CC1 | -7.8 | 2.7 | -1.5 | -3.2 | -2.3 | -9.1 | -2.3 | -5.8 | -1.5 | -8.6
O=C(Nc1cccc(C(=O)O)c1)/C(=C\c1ccc2c(c1)OCO2)NC(=O)c1ccc(Br)cc1 | 12.8 | -10.1 | -2.1 | -0.7 | -3.4 | -6.2 | 2.7 | -3.8 | -4.3 | -0.7
CCOC(=O)c1cc(C(C)C)sc1NC(=O)COC(=O)CCS(=O)(=O)c1ccccc1 | -15.0 | -3.4 | 1.2 | -5.6 | -2.5 | -2.3 | -1.3 | 5.0 | -1.2 | 2.2
Cc1cc(C)c2nc(NC(=O)[C@@H](NC(=O)c3cccc(S(=O)(=O)N4CCOCC4)c3)C(C)C)sc2c1 | 0.6 | -1.8 | -3.3 | -14.5 | 0.0 | -4.8 | -8.6 | 0.9 | -3.4 | -7.0
CCCn1c(=O)c2ccccc2n2c(Sc3nnnn3-c3ccccc3)nnc12 | 11.7 | -2.6 | 9.1 | -3.9 | 2.8 | 1.2 | -16.6 | -5.2 | -1.3 | 2.3
COC(=O)c1ccc2c(c1)C(=O)/C(=C/c1ccc(C)cc1)O2 | 5.4 | 1.2 | -4.2 | -3.9 | -0.2 | -3.7 | 12.4 | -4.8 | -2.2 | -0.5
COc1cc2c(cc1OC)CN(Cc1ccc(C)s1)CC2 | -4.3 | -1.6 | -1.3 | -1.3 | -3.5 | -44.8 | -4.5 | -4.5 | -37.1 | -21.8
N=c1c(C(=O)NCc2ccco2)cc2c(=O)n3ccccc3nc2n1CCc1ccccc1 | -1.4 | -4.8 | 2.5 | 7.4 | -9.3 | -389.1 | 3.0 | i | -325.5 | i
O=C(/C=N/O)NCCCN1CCCCCC1 | -14.8 | 4.4 | 6.0 | 7.3 | -2.3 | 5.0 | 7.3 | 1.5 | 2.9 | 8.9
CCCc1nc(SCC(=O)NC2CC2)c2c(C)c(C)sc2n1 | -6.7 | -5.7 | 1.6 | 4.5 | -2.4 | -5.9 | 0.9 | -0.7 | -0.3 | -3.6
CCCOc1ccc(C2NC(=O)NC(c3ccccc3)=C2C(C)=O)cc1OCC (stereo not drawn) | 8.4 | -4.2 | 9.3 | -0.3 | -3.8 | 4.7 | -10.7 | -1.3 | 2.1 | -0.1
Clc1ccc(-c2nnc(-c3cccc4ccccc34)o2)cc1 | 1.8 | -7.2 | -0.7 | -1.3 | -3.8 | -6.6 | -11.7 | -1.9 | -2.2 | -13.0
CCc1nc2ccc(C(=O)NCCOc3ccc(OC)cc3)cn2c1N(CCC(C)C)CCN(C)C | 2.8 | 6.0 | -0.5 | 7.8 | -1.5 | -14.1 | -24.3 | -5.1 | -4.8 | -35.8
CN(CC(=O)Nc1ccc(F)cc1)C(=O)COC(=O)Cc1c(F)cccc1Cl | -5.0 | -5.2 | 0.8 | 13.1 | -3.1 | -2.7 | -2.1 | -1.2 | -2.4 | 4.5
O=C(COC(=O)C1c2ccccc2Oc2ccccc21)Nc1ccc2c(c1)OCO2 | -2.2 | 1.9 | -3.7 | 6.7 | 1.1 | -4.5 | 16.3 | 5.0 | -0.7 | 4.8
CCCc1c(NC(=O)Nc2ccc(F)cc2)cnn1-c1ccc(Cl)cc1 | 5.3 | -1.2 | -5.7 | -0.2 | 6.7 | -6.1 | 3.1 | 2.0 | -1.1 | 9.4
COc1ccc2cc(S(=O)(=O)NCCCN3CCOCC3)ccc2c1 | -3.8 | 1.3 | -3.5 | -0.4 | -4.3 | 1.9 | -3.4 | -2.2 | 2.5 | -0.6
Cc1cccc(NC(=O)CSc2nnc(-c3ccco3)c(-c3ccco3)n2)c1 | 2.0 | 15.6 | -1.5 | -6.5 | 7.3 | -20.6 | 2.5 | -4.2 | -12.8 | -3.3
Cc1ccc(O)c(CC(C)C)n1 | 7.0 | 0.5 | 4.7 | -1.2 | -3.5 | -8.0 | -6.1 | -23.5 | -7.8 | -53.8
COc1ccc(CN(C)C(=O)c2ccccc2OCc2c(C)noc2C)cc1OC | 11.0 | -0.6 | 1.0 | -6.9 | 7.0 | -4.7 | -6.2 | -1.5 | 2.8 | -1.6
CSCCC(=O)N1CC[C@@H](N2CCN(c3ccccc3F)CC2)[C@H](O)C1 | 5.4 | 1.2 | -3.3 | 16.1 | 4.2 | -5.1 | -12.6 | -1.9 | 0.6 | -5.0
CCc1ccc(-c2nc(CSCC(=O)NC3CC3)c(C)o2)cc1 | 10.4 | 6.1 | -4.0 | 3.5 | 0.3 | -6.6 | 2.6 | 1.7 | 3.7 | -3.5
SMILES | TDP2 inh | SIAE primary | Tn6 DDE FP | ARFGAP1 inh | DDE Tn7 FP inh | PLC-beta3 inh | ASAP1 inh | ADAM17 inh | PLCg1 inh | ADAM10 inh
COc1ccc(OC)c(-n2c(-c3cccc(S(=O)(=O)N(C)C)c3)n[nH]c2=S)c1 | -6.0 | 9.7 | -0.7 | -3.3 | -0.3 | -3.9 | 0.5 | -0.5 | -6.6 | 7.3
Cc1ccc(S(=O)(=O)N2CCCC(C(=O)NCC(C)C)C2)cc1 (stereo not drawn) | -1.4 | -8.4 | -5.4 | 8.1 | -3.9 | -4.1 | -2.0 | -0.5 | 1.0 | -0.3
COC(=O)c1ccc(CN2CCN(C3CCCC3)C(CCO)C2)cc1 (stereo not drawn) | -9.5 | -1.3 | 2.1 | -5.9 | -7.2 | 10.0 | 1.8 | 0.5 | 8.2 | 5.0
O=C(Cc1cccs1)N/N=C/C(Cl)=C/c1ccccc1 | -3.0 | 2.6 | 3.9 | 14.7 | -2.5 | -8.3 | -9.4 | -0.5 | -5.0 | -4.1
CCOc1ccc2ccccc2c1/C=N\NC(=O)c1ccc([N+](=O)[O-])cc1 | -9.2 | 4.0 | 5.5 | 5.1 | 0.5 | -2.2 | -6.1 | -0.6 | -1.3 | 1.4
Cc1ccc(CNC(=O)c2ccc(N3CCC4(CC3)CC(c3cccc(Br)c3)=NO4)c(NC(=O)c3ccc(Br)cc3)c2)cc1 | 3.0 | -20.8 | 1.8 | -1.1 | -9.5 | -3.7 | 11.4 | -1.5 | -0.4 | -2.1
COc1cc(NC(=O)COC(=O)Cc2ccsc2)cc(OC)c1 | -2.7 | -1.9 | -0.1 | 4.2 | -1.8 | -7.8 | 5.2 | -7.1 | 1.5 | -10.0
c1cc2nnnn2nc1N1CCCCC1 | 2.5 | -0.8 | -2.6 | 1.9 | 0.6 | 0.5 | -13.0 | 0.0 | -1.1 | 1.6
CCOc1ccc(C(=O)NC2CCN(C(=S)NCc3ccco3)CC2)cc1 | 1.5 | 0.1 | -0.6 | 6.3 | 2.1 | -2.2 | 9.4 | -2.4 | -0.9 | -2.5
C=CCNc1nc(C(=O)OCC(=O)c2ccc(C)c([N+](=O)[O-])c2)cs1 | -8.9 | 0.8 | -2.0 | 7.2 | -6.5 | -5.4 | 15.8 | -2.2 | 0.3 | 0.3
O=C(c1ccccc1Cl)N1CCN(S(=O)(=O)c2cccs2)CC1 | 9.0 | -0.8 | -0.6 | 2.3 | 2.2 | -4.1 | -0.1 | 2.2 | -0.4 | -4.8
C=CCn1c(SCc2csc(C)n2)nc2sc3c(c2c1=O)CCCC3 | -6.8 | -5.7 | -1.7 | 9.5 | -4.8 | 0.2 | 4.4 | -2.3 | -3.4 | -1.3
O=[N+]([O-])c1ccc2[nH]c3c(c2c1)CCCC3 | -10.6 | -1.4 | -1.5 | -0.6 | -0.3 | 0.0 | 3.1 | 4.8 | -0.6 | 17.5
CCCCNc1c(-c2ccc(OC)c(Sc3ccc(OC)cc3)c2)nc2ccc(Cl)cn12 | 7.7 | 5.5 | 1.0 | -9.5 | -2.2 | -89.0 | -1.6 | -6.6 | -57.0 | -17.6
COC(=O)[C@H]1C[C@@H]1[C@H](NC(=O)c1cnccn1)c1ccccc1 | 9.6 | -0.3 | -1.2 | -4.2 | -7.5 | 4.8 | 4.5 | -1.6 | 1.2 | -5.4
CCN1CCN(Cc2nnc(-c3ccccc3)o2)CC1 | -1.1 | 5.3 | -4.7 | 6.0 | -2.6 | -6.9 | 2.2 | -1.7 | 2.4 | -4.7
CC(C)(C)S(=O)(=O)N1C[C@H]2C(=C(CCO)C[C@H]3C(=O)N(c4ccccc4)C(=O)[C@H]32)[C@@H]1CCO | -6.7 | 10.4 | -5.5 | -0.9 | 1.5 | -1.7 | -18.6 | -1.3 | 2.4 | 2.1
O=C(CN1CCSCC1)N/N=C/c1ccc(F)cc1F | 0.8 | 6.8 | 6.5 | 4.8 | 2.3 | 2.0 | 5.5 | -0.8 | 5.8 | -3.9
Cn1c2c(c(=O)[nH]c1=O)C(c1ccc(O)cc1)C1=C(N2)c2ccccc2C1=O (stereo not drawn) | 4.9 | -23.0 | -5.5 | 10.7 | 9.7 | -2.7 | 7.7 | -4.4 | -0.4 | -7.9
O=C1OC(CO)CN1Cc1ccccc1 (stereo not drawn) | 5.6 | 6.8 | 3.0 | 4.4 | 4.2 | 6.1 | 3.0 | -1.3 | -0.5 | -4.7
COc1ccc(CCN2CCCC(CN(C)C(=O)c3ccoc3)C2)cc1 (stereo not drawn) | -20.1 | 2.5 | 0.3 | -3.1 | 2.2 | -1.7 | 7.8 | 1.5 | 0.9 | 4.8
CCOC(=O)C1(C)CCCN(C(=O)c2cccc(C#N)c2)C1 (stereo not drawn) | 6.1 | 8.6 | 1.6 | 17.0 | -4.8 | -0.7 | 4.6 | 0.9 | -3.2 | 1.9
